Bioassay records as filed in PubChem BioAssay.
ERa SRC1 pot – enhancers of ERα–SRC-1 coactivator binding, primary screen, biochemical, TR-FRET, ERα LBD, low estradiol; Estrogen receptor (Homo sapiens), P03372; TR-FRET ERalpha-LBD/SRC-Cy5 coactivator binding, 2 h; 100 = basal binding, no effect; coactivator binding (% of control), % at 25.6 µM; hit rate 1.3% among 86,000; AID 639, 2007; in the data active = activity above about 200%;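 also: binding measured in presence of low estradiol as agonist stimulus; 0% = peptide alone without receptor and 100% = receptor with peptide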
Calb biofilm kill – clotrimazole potentiators killing Candida biofilms, primary screen, with clotrimazole, Alamar Blue; inhibition, % at 6 µM; C. albicans biofilm + clotrimazole; hit rate 0.14% among 85,000;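 active = inhibition above 20%; inactive = inhibition below 20%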;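 also: preformed 24 hr biofilms exposed to compound for 48 hr; 0% = biofilm without compound and 100% = blank killed by clotrimazole plus chlorhexidine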
ERb coact inh – inhibitors of ERβ-SRC1 coactivator interaction, primary screen, biochemical, TR-FRET, ERβ LBD, SRC-1 peptide. Estrogen receptor beta (Homo sapiens), Q92731. TR-FRET ER-beta LBD / SRC1-Cy5 peptide binding; receptor agonist-loaded with 1 µM estradiol. inhibition, % at 25.6 µM. hit rate 1.3% among 86,000;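 active = compounds whose percent inhibition of the receptor-coactivator binding signal exceeds about 50% in the single-dose screen, limit read from the data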;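 also: 0% = receptor plus peptide wells without compound and 100% = peptide-only wells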
Target sequence (Q92731 whole entry, looked up, the tested form may be a part): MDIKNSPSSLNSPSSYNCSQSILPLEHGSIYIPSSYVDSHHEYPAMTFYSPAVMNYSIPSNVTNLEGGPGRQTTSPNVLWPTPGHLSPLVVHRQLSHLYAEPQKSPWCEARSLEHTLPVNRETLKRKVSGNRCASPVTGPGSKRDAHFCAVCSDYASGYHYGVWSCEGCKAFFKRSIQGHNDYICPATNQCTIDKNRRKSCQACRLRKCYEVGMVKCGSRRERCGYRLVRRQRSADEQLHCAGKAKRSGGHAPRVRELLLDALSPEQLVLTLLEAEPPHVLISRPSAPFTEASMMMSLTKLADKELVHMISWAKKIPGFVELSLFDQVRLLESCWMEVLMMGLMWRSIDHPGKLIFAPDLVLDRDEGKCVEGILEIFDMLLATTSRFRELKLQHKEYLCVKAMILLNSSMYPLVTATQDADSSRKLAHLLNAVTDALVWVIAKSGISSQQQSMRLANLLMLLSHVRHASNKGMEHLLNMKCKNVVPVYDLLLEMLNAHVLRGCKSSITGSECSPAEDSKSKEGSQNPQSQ
sEH activator – soluble epoxide hydrolase activators, primary screen, biochemical, human sEH; Bifunctional epoxide hydrolase 2 (Homo sapiens), P34913; purified human sEH enzymatic activity, activator screen; activation, % at 2 µM; hit rate 0.04% among 91,000; in the data active = activation above about 37%; also: values of inactives mirror those of a sister screen read the other way
Target sequence (P34913 whole entry, looked up): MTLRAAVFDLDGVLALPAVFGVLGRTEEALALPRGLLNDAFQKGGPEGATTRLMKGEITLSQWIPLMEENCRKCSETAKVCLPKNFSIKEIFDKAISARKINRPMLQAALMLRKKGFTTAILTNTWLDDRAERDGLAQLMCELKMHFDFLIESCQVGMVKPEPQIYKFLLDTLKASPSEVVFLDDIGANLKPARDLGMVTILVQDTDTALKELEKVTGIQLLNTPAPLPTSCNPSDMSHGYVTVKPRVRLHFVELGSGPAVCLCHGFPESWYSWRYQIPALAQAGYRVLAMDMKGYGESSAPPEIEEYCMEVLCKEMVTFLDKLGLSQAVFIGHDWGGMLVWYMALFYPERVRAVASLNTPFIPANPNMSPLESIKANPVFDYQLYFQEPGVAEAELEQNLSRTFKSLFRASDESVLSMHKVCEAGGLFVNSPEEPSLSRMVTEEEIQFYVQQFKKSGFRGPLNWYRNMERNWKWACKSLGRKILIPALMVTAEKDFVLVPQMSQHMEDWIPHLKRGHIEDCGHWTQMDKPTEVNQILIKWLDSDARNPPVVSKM
Smad3 FoxH1 inh – Smad3/FoxH1 peptide binding inhibitors, primary screen, biochemical, TR-FRET. Mothers against decapentaplegic homolog 3 (Homo sapiens), P84022. inhibition, % at 25 µM. hit rate 0.29% among 88,000. TR-FRET Smad3/Dy647-FoxH1 peptide binding, europium anti-His;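 active = compounds that reduce the energy-transfer binding signal between the protein and its labelled peptide by more than half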;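 also: 0% = Smad3 plus labelled peptide maximal FRET and 100% = peptide-only background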
ERa coact inh – ERα–SRC-1 coactivator interaction inhibitors, primary screen, biochemical, TR-FRET, ERα LBD, estradiol-bound. inhibition, % at 25.6 µM. TR-FRET ER-alpha LBD / SRC-1 peptide. hit rate 1.7% among 86,000. AID 629, 2007. Estrogen receptor (Homo sapiens), P03372; in the data active = inhibition above about 50%;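 also: 0% = receptor plus peptide control and 100% = peptide only without receptor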
H69AR inhibit – proliferation blockers of H69AR lung cancer cells, primary screen, cell-based, human, 86K library; viability, % at 10 µM; hit rate 6% among 85,000; H69AR lung tumor viability, ATP luminescence, 72 h; stronger effect = lower value; AID 598, 2007;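 active = viability at or below 40%; inactive = viability above 40%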;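 also: multidrug resistant small cell line overexpressing MRP-1 efflux transporter; 100% = mean luminescence of untreated control wells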
HUVEC prolif 384 – inhibitors of HUVEC proliferation, primary screen, cell-based, 384-well. viability, % at 10 µM (by protocol). AID 648, 2007. hit rate 1.1% among 86,000. CellTiter-Glo luminescence, 72 h; stronger effect = lower value;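 active = viability at or below 30%; inactive = viability above 30%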;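 also: 100% = median luminescence of DMSO-only cell control wells on each plate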
Fibroblast inh – antiproliferative effect on LL 47 fibroblasts – human, LL 47 cells, CellTiter-Glo luminescence, primary screen | viability, % at 10 µM | hit rate 1.1% among 85,000 | LL 47 human lung fibroblast viability, ATP luminescence; stronger effect = lower value;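 active = viability at or below 50% in the single dose screen; inactive = viability above 50%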;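 also: compound exposure lasted 72 h before the ATP readout; 100% = median luminescence of untreated cell-only wells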
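Material: human lung fibroblast line LL 47, low passage; Evaluation: viability percentage against median untreated-cell control; Buffer or medium: 15% FBS in IMEM; Incubation: 72 h compound exposure at 37 °C after overnight plating; Dosing: 0.1% DMSO in all compound wells; Measured by: CellTiter-Glo luminescence.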
Starred values were filed as active, the others as inactive; · = no result given; [ ] = another dose, or the depositor's remark. Only part of the results is shown. The share of hits here may be higher or lower than overall.

Molecule	ERa SRC1 pot	Calb biofilm kill	ERb coact inh	sEH activator	Smad3 FoxH1 inh	ERa coact inh	H69AR inhibit	HUVEC prolif 384	Fibroblast inh
COc1ccc(CCNc2cc(=O)[nH]c(N)n2)cc1	98.0	·	-2.9	-20.4	1.6	4.9	78.1	99.9	100.4
CC(C)c1cc(C(F)(F)F)n2nc(C(=O)Nc3ccc4c(c3)OCO4)cc2n1	90.5	7.0	3.1	-1.7	-4.8	3.8	69.7	105.4	99.3
C=CCNC(=O)c1ccccc1NC(=O)Nc1ccccc1	104.1	4.2	-4.0	6.4	-2.1	-9.4	74.6	99.0	92.8
COc1ccc(Br)cc1-c1noc(-c2ccccc2)n1	112.3[fluorescence artefact?]	3.9	4.8	2.0	-1.3	1.7	79.0	91.1	90.3
CCN(CC)C(=O)c1ccc(C)c(Br)c1	96.2	8.7	11.0[fluorescence artefact?]	6.9	2.2	8.3	87.9	89.3	103.5
O=C(CSc1n[nH]c(-c2cccs2)n1)NCc1cccs1	88.2	7.4	3.5	10.8	5.2	8.0	85.8	96.3	97.0
O=C1Nc2cc(Cl)ccc2C1(N1CCNCC1)C(F)(F)F (stereo not drawn)	98.2	5.0	-16.8	8.1	13.4	-13.8	75.3	94.3	93.6
Cc1ccc(-c2cc(C(=O)NCC3CCCO3)c3ccccc3n2)o1 (stereo not drawn)	66.7	5.0	41.5[fluorescence artefact?]	-0.5	0.5	25.0[fluorescence artefact?]	87.9	85.0	98.3
Cn1nnnc1SCCNCc1cccnc1	132.2	5.5	-7.4	3.1	-0.7	-7.5	92.8	97.6	94.2
O=C1CCC(C(=O)OCC(=O)N2N=C3/C(=C/c4ccccc4)CCCC3C2c2ccccc2)N1 (stereo not drawn)	59.6[fluorescence artefact?]	6.4	-4.5	-0.5	0.9	-4.6	47.8	83.5	80.4
CC1(C)N=C(c2cccs2)C(C)(C)N1O	121.5	7.4	-16.9	11.4	-4.0	-7.1	98.7	104.6	101.3
CCOc1cc(C)cc2oc(=O)cc(-c3ccccc3)c12	88.6	0.8	1.3	12.3	6.5	3.0	86.1	92.6	101.9
COc1cccc(-n2nnc3c(=O)n(Cc4cccc(C)c4)cnc32)c1	86.4	13.6	22.2[fluorescence artefact?]	·	-11.1	37.2	101.4	105.1	100.0
O=C(c1ccco1)N1CCN(C/C=C/c2ccccc2)CC1	116.9	1.7	-8.3[fluorescence artefact?]	·	5.1[fluorescence artefact?]	-7.0	90.9	89.4	94.8
CC1(C)Cc2c(c(-c3ccccc3Cl)[nH]c(=O)c2C#N)CO1	110.4	7.6	-21.4	9.2	0.9	-20.6	65.3	109.0	96.1
COc1ccc2oc(-c3ccccc3)c(C(N)=O)c2c1	124.3	-1.2	4.4[fluorescence artefact?]	·	-8.1	-0.4	99.5	99.2	103.7
O=C(Cn1cc2c(n1)CCCCC2)Nc1ccc(F)cc1F	120.0	2.3	-10.3	·	-7.7	-13.1	96.6	111.5	117.1
CS(=O)(=O)NC1c2cccc3cccc(c23)C1Sc1nncn1/N=C/c1ccco1 (stereo not drawn)	105.4	11.4	-7.6	-6.4	1.8	0.0	89.8	84.4	91.0
Cc1ccc(NC(=O)CS(=O)CC(=O)NC2CCN(Cc3ccccc3)CC2)c(C)c1 (stereo not drawn)	123.1	8.0	-4.3	3.4	-9.7	-10.3	99.5	95.0	100.8
O=C(Nc1ccc(S(=O)(=O)N2CCc3ccccc32)cc1)c1ccc2c(c1)OCO2	103.5	-2.0	5.4	-39.5	-15.1	-27.8	63.7	103.8	102.0
CCOC(=O)c1[nH]c(C)c(C(=O)NC2CCCC2)c1C	116.5	5.9	-10.6	-8.3	-2.9	-5.6	95.0	96.7	100.4
Cn1c(-c2ccc3c(c2)OCO3)cnc1NCc1ccc(Cl)cc1	94.0	0.0	3.1[fluorescence artefact?]	-5.2	6.6[fluorescence artefact?]	10.3[fluorescence artefact?]	40.4	54.5	99.6
CCCC(=O)Nc1ccc(S(=O)(=O)Nc2cc(C)nc(C)n2)cc1	109.5[fluorescence artefact?]	8.0	-3.1	5.0	8.2	-4.3	97.5	93.7	99.3
Cc1occc1C(=O)Nc1cc(C(C)(C)C)on1	115.2	6.8	-6.7	-10.4	5.8	-17.0	67.2	64.7	·
CCCOc1ccc(-c2nnn(CC(=O)OCC)n2)cc1	102.5	1.3	4.0	6.4	9.9	7.1	95.3	99.6	104.0
CCOC(=O)n1c(=O)oc2ccccc21	104.9	5.6	-1.6	1.4	6.0	-1.0	79.9	92.0	93.2
COc1nc(-c2ccccc2)cc(C(F)(F)F)n1	111.1	5.2	-22.1	0.6	-5.9	-4.8	98.4	106.0	101.5
COc1ccc(CNC(=O)CSc2nc3nc(C)cc(C)n3n2)cc1	148.9	2.3	14.6	19.2	-0.5	-10.1	80.4	100.2	99.1
CCCC(=O)c1cc2cc(Cl)ccc2oc1=O	113.6	3.7	-1.3[fluorescence artefact?]	-5.5	7.9	10.0[fluorescence artefact?]	73.7	82.9	103.9
CN1CCC(NC(=O)c2cccs2)CC1	123.9	15.3	6.1	-2.8	-9.7	-5.5	94.2	85.1	91.9
CC1CC(C)CN(S(=O)(=O)c2ccc(F)c(C(=O)Nc3ccc(Cl)cc3F)c2)C1 (stereo not drawn)	120.5	46.2*	-2.4	-9.4	-5.2	1.7[fluorescence artefact?]	44.8	61.6	54.9
CCC(C)c1c(O)nc(SCC(=O)N2CCOCC2)[nH]c1=O (stereo not drawn)	117.5	3.3	3.2	-7.4	-1.0	-6.3	106.1	97.2	98.0
Cc1ccccc1-c1nc2ccccc2o1	92.2[fluorescence artefact?]	3.8	-9.3	-0.7	12.7	-8.3	107.8	83.1	102.4
CCOc1ccc(N2C(=O)CC(N3CCc4ccccc43)C2=O)cc1 (stereo not drawn)	98.3	0.5	7.2	-0.9	4.6	-8.7	104.8	78.1	100.9
COc1cc(NC(=O)CCCSc2nc(-c3ccco3)cc(C(F)(F)F)n2)cc(OC)c1OC	89.0[fluorescence artefact?]	4.8	-12.5	-21.8	8.8	-20.1	48.5	74.3	94.0
Cc1ccc2c(c1)N(CC(=O)N(Cc1ccc3c(c1)OCO3)CC1CCCO1)C(=O)C(C)O2 (stereo not drawn)	105.7[fluorescence artefact?]	4.4	-0.3	9.6	3.4	1.9	63.2	80.5	93.7
Cc1nc(SCC(=O)N2CCC(C(N)=O)CC2)n[nH]1	101.3	7.0	-1.2[fluorescence artefact?]	2.9	-0.5	-6.5	99.4	88.6	91.6
O=C(CSc1nc2ccccc2s1)Nc1ncccn1	77.8	6.9	15.5	·	7.2	5.3	80.6	97.7	97.8
CCOc1ccccc1NC1c2ccccc2C(=O)N1c1ccc(C)cn1 (stereo not drawn)	119.9	6.4	-12.7	·	1.0	-1.7	92.1	99.6	95.2
COc1cc(C(=O)N2CCC(NC(=O)C(Cc3ccc(C)cc3)NC(C)=O)CC2)cc(OC)c1OC (stereo not drawn)	105.0	2.8	5.2	0.5	14.4[fluorescence artefact?]	-3.3	95.5	102.3	98.2
O=C1Nc2c(Br)cc(Br)cc2C1(O)N1CCOCC1 (stereo not drawn)	139.7	4.2	-1.8[fluorescence artefact?]	·	-7.5	-3.6	31.2*	50.5	100.7
CC1Cc2nc(SCC(=O)NCC3CCCO3)n(Cc3ccccc3)c(=O)c2S1 (stereo not drawn)	100.3	3.3	-8.0	0.2	3.6	-11.4	77.7	91.3	92.4
O=C(OC(C(=O)NC1CCCCC1)c1ccccc1)c1ccco1 (stereo not drawn)	99.8	6.2	-5.2	-5.0	1.3	-3.9	99.4	98.5	100.1
CC12C=CC3(CN(Cc4ccccc4)C(=O)C3C1C(=O)NC1CC1)O2 (stereo not drawn)	107.9	6.8	2.7	-0.3	2.3	-13.9	86.9	100.4	102.4
Cc1[nH]c(=S)[nH]c(=O)c1Cc1ccccc1	106.4	0.3	-6.1	2.3	-5.6	-0.1	90.6	101.1	110.0
CCOc1ncccc1C(=O)N1CCN(Cc2ccc3c(c2)OCO3)CC1	92.8	9.5	-4.8	5.8	5.0	-8.3	90.1	108.3	104.0
CN(c1cccc(NS(=O)(=O)c2cccs2)c1)S(C)(=O)=O	106.3	-3.9	-9.9	-2.1	-5.7	-1.6	102.2	101.4	99.8
CC(C)NC(=O)C1CCN(Cc2cnn(-c3ccccc3)c2-n2cccc2)CC1	110.1	4.5	-1.3	0.1	6.2	-10.3	95.0	99.7	88.7
COC(=O)c1cc(=O)nc2sc(-c3ccc(F)cc3)nn12	76.1	7.8	0.2[fluorescence artefact?]	2.7	12.5	9.2[fluorescence artefact?]	35.6*	78.9	93.4
COc1cc(C2NC(=O)NC(C)=C2C(=O)OCc2ccc(C)cc2)cc(OC)c1O (stereo not drawn)	111.2	11.1	-1.5	·	1.8	-0.5	90.4	103.3	94.7

Later entries.
Molecule	ERa SRC1 pot	Calb biofilm kill	ERb coact inh	sEH activator	Smad3 FoxH1 inh	ERa coact inh	H69AR inhibit	HUVEC prolif 384	Fibroblast inh
COc1cccc(Nc2c(F)c(OC)c(F)c(F)c2C(=O)O)c1	107.0	-3.5	-1.2[fluorescence artefact?]	1.1	-6.2	5.9	94.7	96.4	102.1
CC1(C)CC(=O)C=C(Nc2cccc(O)c2)C1	107.1	5.6	5.8	2.1	-1.5	2.2	90.5	97.7	92.7
CC(C)COC(=O)CCn1[nH]c(=O)c2ccccc2c1=O	100.7	8.3	19.1	-18.3	3.9	7.9	93.3	94.1	96.5
Nn1cc(-c2ccccc2)nc1SCC(=O)NCCN1C(=O)CSC1=O	143.2	3.5	-14.3	11.5	2.0	-14.8	89.6	97.1	100.3
COc1c(C(C)C)cc(NC(C)=O)cc1C(C)C	92.3	5.3	0.2	2.4	-0.9	-2.2	91.7	102.2	102.2
O=C(Nc1cccc(Br)c1)c1cc2ccccc2o1	101.9	2.1	-2.6	·	4.9	8.7	67.5	84.6	91.3
COC(=O)[C@H](C)NC(=O)NCc1ccco1	112.8[fluorescence artefact?]	1.6	6.9[fluorescence artefact?]	-2.0	1.3	3.8	93.2	104.0	96.1

Entries of single compounds, quoted from the list. Order of screens: ERa SRC1 pot	Calb biofilm kill	ERb coact inh	sEH activator	Smad3 FoxH1 inh	ERa coact inh	H69AR inhibit	HUVEC prolif 384	Fibroblast inh
Record of CCOc1ccc(N2C(=O)CC(N3CCc4ccccc43)C2=O)cc1 (stereo not drawn) → 98.3	0.5	7.2	-0.9	4.6	-8.7	104.8	78.1	100.9
Record of COc1ccc2oc(-c3ccccc3)c(C(N)=O)c2c1 → 124.3	-1.2	4.4[fluorescence artefact?]	·	-8.1	-0.4	99.5	99.2	103.7
